Cav32 inh – Cav3.2 calcium influx blockers – cell-based, Fluo-4 calcium fluorescence, FDSS, MLSMR library, primary screen. Voltage-dependent T-type calcium channel subunit alpha-1H (Homo sapiens), O95180. Cav3.2-expressing cells; hits give low values. B-score at 10 µM. 100,000 compounds, 4% hits. AID 449739, 2010;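 active = single-dose well whose peak fluorescence ratio is a statistical outlier from its plate by either plate-standardised score or position-corrected B-score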
Starred values were filed as active, the others as inactive.

No.	SMILES	Cav32 inh
1	C[C@H](NC(=O)OCc1ccccc1)c1nnc([C@H](Cc2ccccc2)NC(=O)OC(C)(C)C)o1	-2.7
2	COc1cccc(N2CCN(C(=O)Nc3ccc4c(c3)NC(=O)CO4)CC2)c1	-0.047
3	COc1ccc(OCCNS(=O)(=O)c2ccccc2)cc1	-0.055
4	COc1ccccc1N(O)C1CC(=O)N(c2ccc(Br)cc2)C1=O (configuration not stated)	-1
5	CCCCc1ccc(NS(=O)(=O)N(C)C)cc1	-4.3*
6	O=C1CN(C(=O)COC(=O)c2ccccc2NC(=O)c2ccco2)c2ccccc2N1	-0.17
7	COc1ccc(Cl)cc1C(=O)NCC#N	0.75
8	O=c1cc(CO)oc(CN2CCN(c3cccc(C(F)(F)F)c3)CC2)c1O	1.1
9	Cc1cc(C)c2c(c1)/C(=N/NC(=S)Nc1ccc(F)cc1)CCC2	0.54
10	C[C@@H]1C=C[C@](Cc2ccccc2)(C(=O)NCCc2c[nH]c3ccccc23)N1C(=O)c1ccccc1	-1.5
11	O=C(Nc1ccc(C(=O)N2CCCCC2)cc1)c1ccc(Br)cc1	0.18
12	S=C(c1ccc(N2CCCC2)cc1)N1CCCCC1	-0.26
13	O=C(c1ccccc1)C1CCc2occc2C1=O (configuration not stated)	0.29
14	CCOC(=O)c1cn(CC(=O)Nc2ccc(C(C)C)cc2)nn1	-0.97
15	COc1ccc(C2=CC(c3ccc(C)cc3)n3nnnc3N2)cc1 (configuration not stated)	-0.43
16	Cc1ccc(C(O)c2cccnc2)o1 (configuration not stated)	1.3
17	CC(NC(=O)CCOc1ccccc1)c1ccccc1 (configuration not stated)	-0.048
18	CCOC(=O)C1=C(c2ccccc2)Nc2ncnn2C1c1cc(OC)ccc1OC (configuration not stated)	2.1
19	CCn1c(SCc2ccc(C)cc2)nnc1-c1nn(-c2ccccc2)ccc1=O	0.78
20	CCn1c(NC(=O)c2ccco2)c(-c2ccccc2Cl)c(=O)c2ccccc21	-0.23
21	COc1ccccc1NC(=O)CSc1nnc(-c2ccco2)n1Cc1ccco1	-0.15
22	COc1ccc(C(=O)CN(C(=O)c2ccc(Cl)cc2)N2C(=O)C3CCCCC3C2=O)cc1 (configuration not stated)	-1.9
23	O=c1cc(CSc2nnc(COc3ccccc3)o2)c2ccccc2[nH]1	-0.054
24	Cc1ccc(C)n1-n1c(C)nc2scc(-c3ccccc3)c2c1=O	-6.9*
25	NC(=O)C1CCN(C(=O)CN2CCCc3ccccc32)CC1	-0.23
26	CC1(C)Cc2nc3nc(SCC(=O)NCc4ccccc4)n(-c4ccccc4)c(=O)c3cc2CO1	1.2
27	Cc1ccc(C)c(N=C2NC(=O)CS2)c1	-0.04
28	CCCCOC(=O)C(C)Nc1n[nH]c(=S)[nH]c1=O (configuration not stated)	-0.12
29	Cc1onc(-c2ccccc2)c1C(=O)Oc1cccnc1	-0.29
30	O=C(CSc1nnnn1-c1ccc(F)cc1)Nc1nc2ccccc2s1	-0.74
31	COC(=O)C(CCSC)NC(=O)CNS(=O)(=O)c1ccc(Cl)cc1 (configuration not stated)	0.036
32	COCCNC(=O)CN1C(=O)CSc2ncccc21	-0.0059
33	O=C(NCc1ccco1)c1cc2ccccc2o1	0.64
34	Cc1cc(C)n2nc(C(=O)NCc3ccco3)nc2n1	0.33
35	CC(/C=N/NC(=O)c1ccncc1)=C\c1ccc(C(C)C)cc1	-1.2
36	CC(C)(C)c1cc(CCC(=O)N2CCNCC2)c(C(C)(C)C)cc1O	-2
37	O=C(NCC1CCCO1)C1CCCN(S(=O)(=O)c2cccc3nsnc23)C1 (configuration not stated)	-0.17
38	O=C1C=C(NCc2ccccc2)C2(CCCCC2)O1	0.87
39	Cc1sc2ncnc(NCCN3CCOCC3)c2c1C	3
40	O=C1Nc2ccccc2C(O)(C(=O)N2CCCCC2)N1c1ccccc1 (configuration not stated)	0.3
41	CCN(CC)CCn1c(=N)n(CCOc2ccccc2)c2ccccc21	0.74
42	N#Cc1c(NCCCO)nc(NCc2ccccc2)c2c1CCN(Cc1ccccc1)C2	-2.3
43	CCC1=C(OC(=O)N(CC)CC)N2C(=O)OC(=NCc3ccccc3)[C@]2(C)[C@H]2C1=CC[C@H]1C(=O)NC(=O)[C@H]12	-0.27
44	Cc1c(NC(=O)c2cc(-c3cccs3)on2)c(=O)n(-c2ccccc2)n1C	-0.7
45	CC(=O)N(Cc1ccco1)C1(C(=O)NC2CCCCC2)CCCCC1	-0.2
46	Cc1cc(C)n(C(=O)c2ccncc2)n1	-2.2
47	COc1cc(NS(=O)(=O)c2cccc3nsnc23)c(C(=O)O)cc1OC	-0.2
48	CC(Sc1nnc(C2CCCCC2)n1N)C(=O)NCc1ccc2c(c1)OCO2 (configuration not stated)	-0.73
49	O=C1Nc2ccccc2OC1CC(=O)N1CCCC1 (configuration not stated)	0.8
50	COC(=O)CSc1nnc(-c2ccoc2C)n1-c1ccc(OC)cc1	0.55
51	CN1CCN(C(=O)c2cc(-c3ccco3)on2)CC1	0.96
52	COc1ccccc1C(=O)N/C(N)=N/c1nc2ccccc2o1	-0.17
53	Cc1ccccc1N1CCN(CCN2C(=O)CC(=C3c4ccccc4-c4ccccc43)C2=O)CC1	-0.28
54	Cn1ncc(N)c1C(=O)Nc1cccc(C(F)(F)F)c1	0.1
55	CCn1c2ccccc2c2nc3ccccc3nc21	0.18
56	Cc1ccccc1NC(=O)CCC(=O)OCC(=O)c1ccc(-c2ccccc2)cc1	0.027
57	C[C@@H](C(=O)Nc1ccc2ccccc2c1)[C@H]1C[C@]1(C)[C@H](NC(=O)c1cnccn1)c1ccccc1	-2.1
58	Cc1noc(C)c1C(=O)N1CCN(Cc2ccc3c(c2)OCO3)CC1	-1.6
59	CC1CCCCN1Cc1ccc(-c2nn[nH]n2)cc1 (configuration not stated)	-0.11
60	COc1ccc(N=C2NN=C(c3ccc4c(c3)OCCO4)CS2)cc1	0.001

Reformatted as labelled records: entries from further up.
20. CCn1c(NC(=O)c2ccco2)c(-c2ccccc2Cl)c(=O)c2ccccc21
  Cav32 inh: -0.23

57. C[C@@H](C(=O)Nc1ccc2ccccc2c1)[C@H]1C[C@]1(C)[C@H](NC(=O)c1cnccn1)c1ccccc1
  Cav32 inh: -2.1

42. N#Cc1c(NCCCO)nc(NCc2ccccc2)c2c1CCN(Cc1ccccc1)C2
  Cav32 inh: -2.3

46. Cc1cc(C)n(C(=O)c2ccncc2)n1
  Cav32 inh: -2.2

Next section.
No.	SMILES	Cav32 inh
61	O=C(CCN1C(=O)C2CC=C(Cl)CC2C1=O)Nc1ccccc1O (configuration not stated)	0.16
62	Cn1c(C(=O)N2CCCC(C(=O)NCc3ccc4c(c3)OCO4)C2)cc2sccc21 (configuration not stated)	-2.6
63	COc1ccc(-c2nnc(SCc3ncc(-c4ccccc4)o3)o2)cc1	-2.4
64	COc1ccc(C2Nc3ccccc3C(=O)N2Cc2ccccc2)cc1Cn1nnc2ccccc21 (configuration not stated)	-2.8
65	CN1C(=O)C(O)(c2sc(N)nc2-c2ccccc2)c2ccccc21 (configuration not stated)	0.066
66	FC(F)(F)c1cc(-c2ccco2)nc(-n2nnc3ccccc32)n1	-0.17
67	O=C(COC(=O)c1cc(S(=O)(=O)N2CCOCC2)ccc1O)NCCc1ccccc1	-0.0022
68	CN1CCN(c2ccccc2NC(=O)c2ccc(-c3ccccc3)cc2)CC1	0.6
69	CCc1c(C)sc(NC(=O)c2cc(-c3ccc(OC)c(OC)c3)on2)c1C#N	-0.11
70	CCNS(=O)(=O)c1ccc2c(c1)n(C)c(=O)n2C	0.25
71	Cc1ccc(Nc2cc(C)nc3nnnn23)cc1	-0.65
72	CS(=O)(=O)N1CCN(c2ccccc2NC(=O)c2ccco2)CC1	-0.21
73	NC(=O)C1(N2CCCCC2)CCN(CC(=O)Nc2ccc(Oc3ccccc3)cc2)CC1	1.1
74	Cc1cccc(N(CC(=O)Nc2ccccc2F)S(C)(=O)=O)c1	-0.26
75	CC(=O)c1c(N2CCOCC2)nc(=S)n(-c2ccccc2)c1C	0.098
76	CC(=O)NC1CC2CCCC(C1)N2S(=O)(=O)c1cccc(F)c1 (configuration not stated)	0.24
77	Cc1cc(C)c2ccc(C(=O)O)nc2c1O	-1.3
78	CNC(=S)N1N=C(c2ccccc2)CC1c1ccc(Br)cc1 (configuration not stated)	-7.3*
79	CCN(CC)C(C)C(=O)NCC1(c2ccccc2)CCOCC1 (configuration not stated)	0.54
80	CCCC(=O)Nc1ccc(Cl)c(NC(=O)CC)c1	0.44
81	Cc1nn(Cc2cccc(F)c2)c(C)c1NC(=O)c1ccc(COc2ccccc2Cl)cc1	-4.6*
82	COc1ccc(CCNC(=O)c2c(O)c3c([nH]c2=O)CCCC3)cc1OC	0.53
83	O=C(c1ccc2c(c1)OCO2)N(CC1CCCO1)C1(C(=O)NC2CCCC2)CCCCC1 (configuration not stated)	-1.2
84	CC(=O)NC(CC(=O)NCC(c1ccco1)N(C)C)c1ccccc1 (configuration not stated)	-0.47
85	COc1cccc(N2CC(C(=O)Oc3ccc4ccccc4c3)CC2=O)c1 (configuration not stated)	-0.011
86	CCCC(=O)Nc1c(-c2cccs2)c(=O)c2ccccc2n1C	-1.9
87	Cc1ccc(-c2[nH]nc3c2C(c2cccnc2)C(C#N)=C(N)O3)cc1 (configuration not stated)	0.074
88	CCCN1C(=O)c2cc(C(=O)NCc3ccc(OC)cc3)ccc2C1O (configuration not stated)	-0.67
89	COc1ccc(C(=O)Oc2cc(/C=N/NS(=O)(=O)c3ccccc3)ccc2OC)cc1	0.79
90	Cc1cccc2cc(COC(=O)COc3ccccc3)c(=O)[nH]c12	0.038
91	COc1ccc2c(c1OC)C(=O)OC2	0.78
92	COc1ccc(OCc2cccc(C(=O)Nn3cc([N+](=O)[O-])cn3)c2)cc1	-2.9
93	CC(=O)Nc1cccc(N(C)C)c1	0.17
94	COc1ccc(N2C(=O)CC(NCc3ccc(F)cc3)C2=O)cc1 (configuration not stated)	-0.45
95	CCOC(=O)c1cnn2c1[nH]c(=O)c1ccccc12	0.79
96	O=C(Oc1ccc2ccccc2c1)c1ccccc1	-0.22
97	Cc1nnsc1NC(=O)OCCCl	1.2
98	CCC1=C(OC(=O)N(CC)CC)N2C(=O)OC(=NCCc3c[nH]c4ccccc34)[C@]2(C)[C@H]2C1=CC[C@H]1C(=O)N(CC(=O)OC)C(=O)[C@H]12	0.68
99	COc1ccccc1N1CCN(C(=O)C2CCCO2)CC1 (configuration not stated)	1.4
100	O=C(CCCNS(=O)(=O)c1ccccc1)NCc1ccco1	-0.26
101	C/C(=N\NC(=O)c1c[nH]c2ccccc12)c1ccc(C)o1	0.43
102	Cc1ccnc2nc(C(=O)OCCOc3cccc(Br)c3)nn12	0.58
103	O=C(CSc1nnc(CNc2ccc(F)cc2)n1Cc1ccccc1)NCc1ccccc1	-3.8
104	CC(C)[C@H](CN(N=O)[C@@H](Cc1ccccc1)CN(C)N=O)N(CCc1ccccc1)N=O	-0.88
105	Cc1oc(-c2ccc(Cl)cc2)nc1CN1CCCC(C(=O)NCc2ccccn2)C1 (configuration not stated)	0.7
106	COc1cc(C(=S)N2CCOCC2)cc(OC)c1OC(=O)c1cc([N+](=O)[O-])cc([N+](=O)[O-])c1	-0.012
107	Cc1ccc(CS(=O)(=O)CCC(=O)NCCCN2CCCC2=O)cc1	-0.039
108	CCN1CCc2c(sc(N)c2C#N)C1	-1.7
109	CCOC(=O)CSC1=C(C#N)C(c2ccc(C)s2)CC(=O)N1 (configuration not stated)	-0.73
110	Clc1ccc(OCc2nnc(-c3ccccc3Br)o2)c(Cl)c1	0.45
111	CCOCC(=O)N1CCN(c2ccc(F)cc2)CC1	-0.87
112	COCCN(C(=O)Cc1cccs1)C(C(=O)NCc1ccc(OC)cc1)c1ccc(OC)cc1 (configuration not stated)	0.35
113	O=C(NCCCN1CCOCC1)c1onc(CSc2ccccc2)c1C(=O)NCCCN1CCOCC1	1.4
114	CN(C(=O)CSc1nnc(-c2ccncc2)n1C)C1CCS(=O)(=O)C1 (configuration not stated)	0.44
115	CC(=O)c1cccc(NC(=O)/C(=C\c2ccco2)NC(=O)c2cccs2)c1	-0.047
116	NS(=O)(=O)c1ccc(NC(=O)CSc2ccc3ccccc3n2)cc1	0.46
117	O=C(O)CCn1c(SCc2cccc3ccccc23)nc2ccccc21	-0.82
118	c1ccc(CCN2CN=C(Nc3nc4ccccc4o3)NC2)cc1	0.53
119	CC(Oc1cccc(Cl)c1)C(=O)Nc1cc(=O)n(C)c(=O)n1C (configuration not stated)	0.79
120	CCOc1ccc(C(=S)NC2CCCCC2)cc1	-0.57

Later entries.
No.	SMILES	Cav32 inh
121	COc1cc(/C=C\C(=O)NCc2ccc3[nH]c(C)cc3c2)cc(OC)c1OC	-0.052
122	C/C(=N\N1CCN(C2c3ccccc3-c3ccccc32)CC1)c1ccncc1	0.16
123	COc1ccc(C2/C=C\CN(C(=O)OCc3ccccc3)CC(=O)N2Cc2ccc(F)cc2)cc1 (configuration not stated)	-1.7
124	COc1ccc(-c2c(NC(C)=O)n(C)c3ccccc3c2=O)cc1	0.22
125	COc1ccc(S(=O)(=O)n2cnc3cc(C)c(C)cc32)cc1	-2.7
126	O=C(COC(=O)CCN1C(=O)c2ccccc2C1=O)Nc1ccc(S(=O)(=O)N2CCCC2)cc1	1.4
127	Nc1ccn(-c2ccc(Cl)cc2)c(=O)c1	0.21
128	COc1cc2c(c(OC)c1OC)-c1c(cc(OC)c(OC)c1OC)C[C@](C)(O)[C@@H](C)C2	0.62
129	CCCCCn1c(=O)[nH]c2cc(C(=O)NCCCN(CC)CC)ccc2c1=O	0.43
130	Cc1cc(C(=O)Nc2sc3c(c2C#N)CCC(C)C3)no1 (configuration not stated)	-0.58

Taken from above.
`CC(=O)Nc1cccc(N(C)C)c1` @ Cav32 inh: 0.17
`FC(F)(F)c1cc(-c2ccco2)nc(-n2nnc3ccccc32)n1` @ Cav32 inh: -0.17
`C[C@@H](C(=O)Nc1ccc2ccccc2c1)[C@H]1C[C@]1(C)[C@H](NC(=O)c1cnccn1)c1ccccc1` @ Cav32 inh: -2.1
`CCOC(=O)c1cn(CC(=O)Nc2ccc(C(C)C)cc2)nn1` @ Cav32 inh: -0.97

An excerpt; the hit share may differ from the screen's.
